CRFBP-R2 block = blocks CRF-induced signaling of the CRF-BP/CRF-R2 complex; 350,000 tested, 0.59% active; HEK293 CRF-R2/CRF-BP, CRF-induced calcium fluorescence; inhibition, % at 11.8 µM;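 active = inhibition of the ligand-induced calcium signal above about 50% at the single tested concentration, limit read from the data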
M4 ag = agonists of human muscarinic M4 receptor (CHRM4); P08173; 360,000 tested, 0.14% active; CHO-K1 hM4/Gqi5, Fluo-8 calcium fluorescence; vehicle 0%, full acetylcholine response 100%; activation, % at 3 µM;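 active = activation above the run mean over all test wells plus 3 SD, cut at about 32% in these data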;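 note: peak over basal fluorescence ratio per well then scaled between controls; 0% = DMSO wells and 100% = acetylcholine at EC100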
Target sequence (P08173 whole entry, looked up): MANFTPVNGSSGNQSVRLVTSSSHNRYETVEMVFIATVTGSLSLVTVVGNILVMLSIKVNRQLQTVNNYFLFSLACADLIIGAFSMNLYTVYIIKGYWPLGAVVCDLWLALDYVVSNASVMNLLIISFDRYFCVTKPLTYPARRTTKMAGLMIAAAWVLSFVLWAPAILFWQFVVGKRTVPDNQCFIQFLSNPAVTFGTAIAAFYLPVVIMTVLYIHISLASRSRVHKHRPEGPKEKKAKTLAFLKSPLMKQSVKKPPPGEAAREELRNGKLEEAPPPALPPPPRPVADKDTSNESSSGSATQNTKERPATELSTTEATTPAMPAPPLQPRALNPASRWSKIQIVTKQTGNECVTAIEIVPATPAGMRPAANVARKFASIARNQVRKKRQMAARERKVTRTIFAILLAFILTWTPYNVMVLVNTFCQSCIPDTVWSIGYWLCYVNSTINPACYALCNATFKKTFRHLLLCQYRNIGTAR
IDE inh = inhibits human insulin-degrading enzyme in HEK cells | P14735 | inhibition, % at 5.59 µM | AID 434962 | 320,000 tested, 0.41% active | FAbetaB cleavage, fluorescence polarization;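 active = percent inhibition above the average of all tested compounds plus 3 SD, set per screening campaign, cut at about 16% in these data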;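 note: IDE supplied by intact live HEK cells; FP after avidin binding of uncleaved biotin substrate so inhibition keeps polarization high; 0% = DMSO wells and 100% = 60 µM reference IDE inhibitor Ii1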
CRFBP-R2 agonist = agonists of human CRF-binding protein/CRF-R2 receptor complex. HEK293 CRF-R2/CRF-BP, calcium dye fluorescence (FLIPR); percent of saturating CRF peptide response. activation, % at 13.2 µM. 350,000 tested, 0.46% active;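 active = activation of at least 50%, plus an integration ratio under a set limit after plate pattern correction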;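 note: plate controls were neutral control wells without compound for no effect and CRF at EC100 for full effect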
CHRM5 agonist = agonists of human muscarinic M5 receptor (CHRM5); P08912; CHO-K1 hM5 cells, Fluo-8 calcium fluorescence; 0% DMSO wells, 100% maximal acetylcholine response; activation, % at 3 µM; 360,000 tested, 0.19% active;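 active = activation above the run's mean over test compounds plus 3 SD, cut at about 23% in these data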;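 note: signal is peak over basal fluorescence ratio across the kinetic read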
Target sequence (P08912 whole entry, looked up): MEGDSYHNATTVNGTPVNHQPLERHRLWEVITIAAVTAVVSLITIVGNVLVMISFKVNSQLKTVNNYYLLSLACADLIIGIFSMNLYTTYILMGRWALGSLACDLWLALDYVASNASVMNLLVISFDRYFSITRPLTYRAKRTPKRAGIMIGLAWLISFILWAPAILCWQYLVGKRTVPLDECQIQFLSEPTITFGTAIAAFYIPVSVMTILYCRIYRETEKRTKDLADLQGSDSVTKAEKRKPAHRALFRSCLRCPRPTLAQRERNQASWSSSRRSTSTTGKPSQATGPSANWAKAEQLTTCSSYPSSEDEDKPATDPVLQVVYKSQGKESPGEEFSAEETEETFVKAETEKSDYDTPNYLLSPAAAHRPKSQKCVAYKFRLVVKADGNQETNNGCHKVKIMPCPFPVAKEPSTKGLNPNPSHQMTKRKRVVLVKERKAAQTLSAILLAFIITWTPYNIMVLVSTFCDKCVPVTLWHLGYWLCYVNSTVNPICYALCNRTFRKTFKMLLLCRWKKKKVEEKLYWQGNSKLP
M5 PAM = positive allosteric modulators of human muscarinic M5 receptor. CHO-K1 hM5, Fluo-8 calcium, ACh EC20 PAM; 0% = ACh EC20, 100% = ACh EC100. activation, % at 3 µM. 360,000 tested, 0.3% active;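 active = activation above the run cutoff, the mean activation of all test compounds plus 3 SD, cut at about 18% in these data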
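Measured by: Fluo-8 calcium fluorescence; material: human M5 receptor in CHO-K1 cells; schedule: Post-acetylcholine fluorescence recording 140 s; benchmarks: low control EC20 acetylcholine (0%), high control EC100 acetylcholine (100%); read-out: Max/basal fluorescence ratio as % of EC20–EC100 ACh window; compound: single dose, 3 µM nominal final test concentration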
M4 antag = CHRM4 antagonism in calcium assay. CHO-hM4 cells, ACh EC80, Fluo-8 calcium fluorescence. inhibition, % at 3 µM. P08173. 360,000 tested, 0.73% active;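 active = inhibition above its plate's cutoff, the mean inhibition of sample wells plus 3 SD, cut at about 27% in these data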;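 note: 0% = acetylcholine EC80 with DMSO and 100% = DMSO without agonist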
CHRM5 antagonist = blocks acetylcholine activation of human M5 receptor. P08912. CHO-hM5 cells, Fluo-8 calcium fluorescence, ACh EC80. inhibition, % at 3 µM. 360,000 tested, 0.59% active. AID 624040;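 active = inhibition above a per-plate cutoff, the mean of that plate's test compounds plus 3 SD, cut at about 27% in these data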;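 note: 0% = acetylcholine EC80 with DMSO and 100% = DMSO without agonist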
M4 PAM = positive allosteric modulators of human muscarinic M4 receptor | P08173 | CHO-K1 hM4/Gqi5, Fluo-8 calcium fluorescence, ACh EC20; 0% = ACh EC20, 100% = maximal ACh | activation, % at 3 µM | 360,000 tested, 0.4% active | AID 624126;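 active = activation above its plate's cutoff, the mean activation of sample wells plus 3 SD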; note: some results filed as inactive read as strong as hits
Active calls of the source: *; · = not tested or not shown.

The first two compounds, ahead of the listing:
CRFBP-R2 block,M4 ag,IDE inh,CRFBP-R2 agonist,Compound,CHRM5 agonist,M5 PAM,M4 antag,CHRM5 antagonist,M4 PAM
-9,7,-4,-1.6,Fc1ccc(-c2nnc(CSc3nnc(-c4ccc5c(c4)OCO5)o3)o2)cc1,1,1,-7,-3,0
·,0,·,·,COc1ccc(OC)c2c1CCC1(C2)NC(=O)NC1=O (stereo unspecified),-1,1,6,-7,-2

All compounds of this part, repeating the preview:
CRFBP-R2 block,M4 ag,IDE inh,CRFBP-R2 agonist,Compound,CHRM5 agonist,M5 PAM,M4 antag,CHRM5 antagonist,M4 PAM
-9,7,-4,-1.6,Fc1ccc(-c2nnc(CSc3nnc(-c4ccc5c(c4)OCO5)o3)o2)cc1,1,1,-7,-3,0
·,0,·,·,COc1ccc(OC)c2c1CCC1(C2)NC(=O)NC1=O (stereo unspecified),-1,1,6,-7,-2
11,4,0,-2.0,Cc1ccc(NC(=O)CN(C)C(=O)C(C)N2CCN(Cc3ccccc3C)CC2)cc1 (stereo unspecified),-2,-8,-1,-2,-3
14,1,-1,-3.8,O=C(CCc1ccccc1)Nc1nn[nH]n1,-1,3,-6,3,11
6,1,6,0.0,Nc1nc(NC(=O)c2cccs2)nn1-c1ccccc1,0,5,-8,-5,-2
-12,1,-1,2.7,O=S(=O)(c1ccccc1Cl)N1CCC(O)(c2cccnc2)CC1,-4,-1,11,10,0
12,3,1,2.2,COc1ccccc1C(c1nnnn1Cc1ccccc1)N1CCN(c2nc3ccccc3s2)CC1 (stereo unspecified),-1,-10,-6,7,-5
2,3,1,-1.2,NCCCC[C@H]1CN=C(N)N1CCC12CC3CC(CC(C3)C1)C2,-12,-9,54*,14,-14
25,1,4,-4.7,COc1ccc(/C=N/N2CCOCC2)cc1O,-4,8,-2,-2,11
12,-2,-7,1.1,O=C(Nc1ccccc1C(=O)O)c1cccc(C(=O)Nc2ccccc2C(=O)O)c1,5,-10,-4,-4,8
-46,1,3,0.9,CCOC(=O)N1CCN(C(=O)CS(=O)(=O)c2cn(Cc3cccc(F)c3)c3ccccc23)CC1,3,-5,5,3,-1
16,1,6,-0.6,O=C(C1CC(=O)N(C2CCCC2)C1)N1CCN(c2ccc(F)cc2)CC1 (stereo unspecified),4,9,-14,0,13
17,2,3,-1.8,CCOC(=O)c1ccc(NNC(C)=O)c([N+](=O)[O-])c1,-2,1,-3,1,6
-16,1,1,0.5,CC(C)C1COC(c2cccc3ccccc23)=N1 (stereo unspecified),2,2,6,4,-4
-18,0,2,-1.4,O=C(CNC(=O)Cn1ccc2ccccc2c1=O)NCCCN1CCN(c2cccc(Cl)c2)CC1,-14,-6,-7,10,7
24,2,1,-3.9,Cc1nn(C(C)C(=O)Nc2ccc(Cl)cn2)c(C)c1[N+](=O)[O-] (stereo unspecified),-2,-12,6,0,-13
8,1,2,-1.2,CC(NCc1cccc(S(=O)(=O)N(C)C)c1)c1ccc(F)cc1 (stereo unspecified),-9,-2,21,6,13
-6,12,-2,1.6,Cc1nc([N+](=O)[O-])c(C(=O)OCc2ccccc2F)n1C,-10,-5,-3,15,-4
16,2,12,-2.9,Cc1nc(SCc2cccc(F)c2)[nH]c(=O)c1C#N,1,-3,-3,0,9
-1,1,-1,2.0,COc1ccc(Nc2oc(-c3ccccc3F)nc2C#N)cc1,-6,-3,-2,9,-9
16,1,2,-2.5,NC(=O)CC1(CC(=O)O)CCCCC1,-1,-1,-4,6,13
3,1,-1,-2.0,COc1ccc(OC)c(-n2nnnc2SCC(=O)NCc2ccc3c(c2)OCO3)c1,0,-2,0,4,6
30,1,-3,-0.4,O=[N+]([O-])c1ccc(CSC2=NCCS2)cc1,-5,-2,1,-8,-2
22,5,-1,0.0,C=CCNC(=O)c1ccc2c(c1)S(=O)(=O)c1ccccc1C2=O,0,-6,-2,12,9
-45,2,-4,-1.4,CCc1ccc2c(c1)C1(C(=O)N2)N2CCCC2C(C(=O)c2ccc3ccccc3c2)C12C(=O)Nc1ccccc12 (stereo unspecified),2,8,-6,-9,3
-4,11,1,-0.5,O=C(NCc1ccccc1)C(c1ccc(F)cc1)N(Cc1ccco1)C(=O)c1ccccn1 (stereo unspecified),1,-17,-6,6,-10
1,0,3,-0.8,C(=C\c1ccccn1)/c1ccncc1,-3,-6,6,13,2
-7,1,3,-1.8,CCN(C(=O)CSc1nc2ccc(Cl)cc2[nH]1)C1CCS(=O)(=O)C1 (stereo unspecified),3,9,-5,4,4
12,1,1,-0.3,COc1ccc(OCCNc2cc(Cl)ccc2[N+](=O)[O-])cc1,-4,-7,-16,9,6
-20,0,5,2.6,COc1ccccc1Oc1ccc2c(c1)C(=O)N(c1ccc(Br)c3cccnc13)C2=O,-1,1,8,-6,8
59*,-1,4,0.9,Cc1ccc(CNC(=O)CCC(=O)c2cccs2)cc1,0,0,-6,4,4
0,1,-2,-2.8,COc1ccc(CN(C(=O)c2ccccc2Br)C2CCS(=O)(=O)C2)cc1 (stereo unspecified),1,-3,-1,2,5
-3,0,0,0.3,O=C(CCCc1ccccc1)Nc1cccnc1Cl,-2,2,4,4,-2
8,7,4,0.0,Cc1ccc(S(=O)(=O)CCC(=O)Nc2ccc3nc(C)sc3c2)cc1,-2,-3,-3,-11,2
-15,0,4,-1.7,CCCc1c(C(=O)Nc2ccc(F)cc2F)cnn1-c1ccccc1,-2,-5,1,12,-11
2,0,7,0.6,CN(CC(=O)Nc1cccc(F)c1)C(=O)CCNC(=O)c1ccco1,1,-7,-4,8,-1
6,1,-2,0.0,CCOC(=O)c1ccccc1NC(=O)COC(=O)C1CC(=O)N(c2ccc3c(c2)OCCO3)C1 (stereo unspecified),4,4,0,-2,3
-18,1,2,0.8,Cn1nc(N)c2c(-c3ccccc3)c(C#N)c(N)nc21,-1,-4,-7,3,3
16,2,0,0.1,COc1cccc(NC(=O)CN(c2ccc([N+](=O)[O-])cc2)S(=O)(=O)c2ccccc2)c1,0,3,2,-11,0
-9,0,7,-1.0,O=C(O)c1ccc2c(c1)-c1cc(C(=O)O)ccc1S2(=O)=O,-4,0,-2,3,3
-16,3,-8,-0.5,CC1(C)Cc2c(sc3nc(NCCN4CCOCC4)n4ncnc4c23)CO1,-2,0,-9,-11,4
2,2,·,-2.5,O=C(Cc1ccc(Cl)cc1)NCC(=O)N1CCC2(CC1)NCCc1[nH]cnc12,0,0,-16,1,8
27,4,-3,-0.5,COc1ccc(C(C)=O)cc1CSc1nnnn1-c1ccc(O)cc1,0,-10,7,10,-18
2,1,6,0.0,COc1ccc(CNC(=O)C2CC(C)=C(C)CC2C(=O)O)cc1 (stereo unspecified),1,-2,0,-5,7
10,15,1,-0.2,CC(=O)N1CCCc2cc(S(=O)(=O)N3CCCC(C(=O)Nc4cccc(F)c4)C3)ccc21 (stereo unspecified),5,-4,-2,-2,-6
2,0,-3,1.1,CCc1ccc(C(C)(O)C(CN2CCOCC2)c2ccccc2)cc1 (stereo unspecified),-7,4,-12,5,8
12,0,3,0.0,Cc1nc2cc(Cl)ccc2n1-c1ccccc1,-11,2,7,2,0
-3,2,5,-4.2,C=CC(=O)NN(C)c1ncc(C(F)(F)F)cc1Cl,-2,-2,1,7,8
2,2,-2,-1.1,O=C(COC(=O)[C@@H]1CCCN1C(=O)c1cccs1)Nc1ccc(F)cc1[N+](=O)[O-],0,8,7,1,-5
·,-1,·,·,CC(=O)Nc1cccc(Nc2cc(C)nn2C)c1,2,1,-4,4,2
3,-1,0,-2.2,CC(C)CNC(=O)c1cccc(C(=O)NCC(C)C)c1,0,2,3,-6,10
-10,0,-1,-0.7,CC(C)N=C(NS(=O)(=O)c1ccccc1)C(Cl)(Cl)Cl,-3,-1,-2,4,2
-3,0,4,6.7,CCn1cc(C(=O)Nc2cccc(C(=O)OC)c2)c(=O)c2ccc(C)nc21,0,0,12,7,2
-5,6,1,-0.7,CC(=O)c1c(C)[nH]c(C(=O)OCc2ccc(F)cc2Cl)c1C,0,-12,4,14,-7
2,2,2,-0.3,Cc1ccc2c(c1)cc(CN(Cc1cccnc1)C(=O)c1ccccc1)c1nnnn12,-3,-4,3,10,0
-41,3,4,-2.0,COCCOc1nc2c(c(=O)n(C)c(=O)n2C)n1Cc1cccc(OC)c1,1,-8,-3,6,-3

Going on with the list:
CRFBP-R2 block,M4 ag,IDE inh,CRFBP-R2 agonist,Compound,CHRM5 agonist,M5 PAM,M4 antag,CHRM5 antagonist,M4 PAM
-45,1,1,0.4,Cn1cc(Cl)nc1C(O)c1ccccc1 (stereo unspecified),3,15,-3,-5,15
10,0,3,-0.2,Cn1c(=O)[nH]c2nc[nH]c2c1=O,1,2,-8,4,-1
-17,0,6,2.6,COCc1cc(=O)n2c(-c3ccccc3OC)n[nH]c2n1,3,-5,-3,3,-6
-16,0,5,-0.1,COc1ccc(C(=O)N/C(=C\c2ccco2)C(=O)NC2CCS(=O)(=O)C2)cc1 (stereo unspecified),4,0,13,-8,-5
15,1,0,-1.6,COc1ccccc1C(=O)NC(=O)COC(=O)Cn1cnc2c1c(=O)n(C)c(=O)n2C,2,-4,-1,10,4
-5,-1,-1,-0.8,O=S(=O)(NCCC1=CCCCC1)c1ccccc1Cl,-7,-6,-1,6,-2
8,3,8,0.9,Cc1c(NC(=O)C(=O)/C=C(/O)c2ccccc2)c(=O)n(-c2ccccc2)n1C,1,3,5,-3,-2
16,0,6,0.1,CN(C)c1oc(-c2ccccc2F)nc1C#N,-1,-3,2,1,-7

Three entries out of the list above, ordered by the value under CHRM5 agonist, low to high:
CRFBP-R2 block,M4 ag,IDE inh,CRFBP-R2 agonist,Compound,CHRM5 agonist,M5 PAM,M4 antag,CHRM5 antagonist,M4 PAM
10,0,3,-0.2,Cn1c(=O)[nH]c2nc[nH]c2c1=O,1,2,-8,4,-1
15,1,0,-1.6,COc1ccccc1C(=O)NC(=O)COC(=O)Cn1cnc2c1c(=O)n(C)c(=O)n2C,2,-4,-1,10,4
-45,1,1,0.4,Cn1cc(Cl)nc1C(O)c1ccccc1 (stereo unspecified),3,15,-3,-5,15

(more compounds)
CRFBP-R2 block,M4 ag,IDE inh,CRFBP-R2 agonist,Compound,CHRM5 agonist,M5 PAM,M4 antag,CHRM5 antagonist,M4 PAM
-12,1,1,-1.8,O=c1cc(N2CCc3ccccc32)[nH]c(=O)n1Cc1ccc(F)cc1,0,-1,7,2,0
4,0,-3,0.4,O=C(c1ccc(=O)n(Cc2ccc(Cl)c(Cl)c2)c1)N1CCOCC1,-2,-12,2,9,-2
13,2,-3,-2.9,COC(=O)c1cccc(NC2CC(=O)N(c3ccc(OC)c(OC)c3)C2=O)c1 (stereo unspecified),-5,12,3,2,3
11,3,5,-1.0,COC(=O)N/N=C/c1ccc(-c2cccc(Cl)c2)o1,0,-3,-7,6,4
·,0,·,·,CNc1cnc(-c2ccc(F)c(F)c2F)cn1,-1,0,-6,-1,7
-10,2,2,-0.6,O=C(COC(=O)c1ccco1)NC(c1ccccc1)c1ccccc1,-4,-4,-5,5,8
5,9,6,-1.3,Cc1ccc(OC(C)C(=O)Nc2ccncc2)cc1C (stereo unspecified),-1,-15,1,23,-8
-7,5,5,3.3,COc1ccc2[nH]cc(/C=C(/C#N)S(=O)(=O)c3ccccc3)c2c1,-3,-19,21,13,-4
6,0,0,-1.5,CC(=O)Nc1ccc(CN2CCN(C3CCCCC3)C(CCO)C2)cc1 (stereo unspecified),-14,-4,15,7,-35
9,14,6,7.2,C=CCn1c(NCCc2ccccc2)nc2c1c(=O)n(C)c(=O)n2C,7,-18,16,17,-7

This is a random part of the collection, and some 2.9% of all compounds hit somewhere here.
